Compound activity: PubChem BioAssay, several laboratories
DNA FID counter = displaces DNA intercalator in HCV helicase counter-screen. DNA fluorescent intercalator displacement, fluorescence. inhibition, % at 7.9 µM. actives 0.17% (n = 290,000); in the data active = inhibition above about 37%;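 also: 0% = vehicle and 100% = reference compound; higher means more ethidium bromide displaced from hairpin DNA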
GPR7 antagonist = antagonists of human GPR7 (neuropeptides B/W receptor 1) | GPR7-expressing cells, fluorescence antagonist assay | actives 1.1% (n = 290,000) | inhibition, % at 4.4 µM | P48145; in the data active = inhibition above about 16%, passing the limit was not always enough;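 also: cells stimulated with the agonist NPW; 0% = agonist with vehicle and 100% = vehicle without agonist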
MEKK2 WT-MEK5 = raises or lowers MEK5 binding to wildtype human MEKK2 PB1 domain; bead flow cytometry, Alexa488-MEK5 binding to MEKK2 WT; actives lie on both sides; binding response (% of control), % at 10 µM; actives 1.1% (n = 290,000); AID 1531; in the data active = binding response below about 67% or above about 130%
PHOSPHO1 block = PHOSPHO1 (human) inhibition | actives 1.1% (n = 290,000) | inhibition, % at 13.3 µM | Q8TCT1 | recombinant PHOSPHO1, absorbance phosphatase assay; in the data active = inhibition above about 60%
Target sequence (Q8TCT1 whole entry, looked up): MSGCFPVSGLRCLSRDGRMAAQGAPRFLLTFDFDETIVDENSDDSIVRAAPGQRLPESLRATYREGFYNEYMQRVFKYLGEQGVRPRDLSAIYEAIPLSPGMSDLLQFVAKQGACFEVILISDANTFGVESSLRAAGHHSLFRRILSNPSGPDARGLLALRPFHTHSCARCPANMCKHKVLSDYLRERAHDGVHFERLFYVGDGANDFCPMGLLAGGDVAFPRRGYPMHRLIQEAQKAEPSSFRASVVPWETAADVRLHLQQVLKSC
PfM18AAP inh = blocks P. falciparum M18 aspartyl aminopeptidase; recombinant PfM18AAP, H-Glu-NHMec fluorogenic cleavage; actives 1.2% (n = 290,000); AID 1822; inhibition, % at 7.35 µM;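 active = inhibition above the campaign mean inhibition over all tested compounds plus 3 SD, cut at about 28% in these data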;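 also: 0% = plate median of test compound wells and 100% = 2 mM ZnCl2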
MEKK2 mut-MEK5 = signal of MEK5 binding to mutant human MEKK2 PB1 domain; actives 0.35% (n = 290,000); bead flow cytometry, Alexa488-MEK5 binding to MEKK2 mutant; percent response, % at 10 µM; in the data active = percent response above about 24%, passing the limit was not always enough; also: inactives centre near 1; some results filed as inactive read as strong as hits; reference of the scale not given here
NALP1 inh = inhibitors of NALP1 inflammasome in yeast; actives 0.61% (n = 280,000); S. cerevisiae NALP1/ASC/caspase-1 growth, X-gal OD620, 72 h; inhibition, % at 10 µM; in the data active = inhibition mostly above about 24%, no sharp cut-off; inactive = mostly below about 32%; also: some compounds called inactive have numbers as strong as hits
OXTR ag = human OXTR agonism; P30559; CHO-OTR cells, Fluo-8 calcium fluorescence; normalized: DMSO 0%, oxytocin 100%; activation, % at 3 µM; actives 0.32% (n = 320,000); AID 2435;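 active = activation above the mean of all tested compounds plus 3 SD, cutoff set per screening run, cut at about 20% in these data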;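 also: peak over basal fluorescence ratio from a 100 s FLIPR kinetic read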
MEKK3 PB1 HTS = raises or lowers MEK5 binding to the human MEKK3 PB1 domain; bead-based flow cytometry, Alexa488-MEK5 binding to MEKK3; actives lie on both sides; 0 = blocked by unlabeled MEK5, 100 = vehicle; binding response (% of control), % at 10 µM; actives 1.4% (n = 290,000);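 active = binding response more than 3 SD above or below the average of its plate-row segment, actives on both sides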;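 also: Alexa488 bead fluorescence after subtracting the streptavidin-only scavenger bead signal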
Target sequence (Q99759 whole entry, looked up, the tested form may be a part): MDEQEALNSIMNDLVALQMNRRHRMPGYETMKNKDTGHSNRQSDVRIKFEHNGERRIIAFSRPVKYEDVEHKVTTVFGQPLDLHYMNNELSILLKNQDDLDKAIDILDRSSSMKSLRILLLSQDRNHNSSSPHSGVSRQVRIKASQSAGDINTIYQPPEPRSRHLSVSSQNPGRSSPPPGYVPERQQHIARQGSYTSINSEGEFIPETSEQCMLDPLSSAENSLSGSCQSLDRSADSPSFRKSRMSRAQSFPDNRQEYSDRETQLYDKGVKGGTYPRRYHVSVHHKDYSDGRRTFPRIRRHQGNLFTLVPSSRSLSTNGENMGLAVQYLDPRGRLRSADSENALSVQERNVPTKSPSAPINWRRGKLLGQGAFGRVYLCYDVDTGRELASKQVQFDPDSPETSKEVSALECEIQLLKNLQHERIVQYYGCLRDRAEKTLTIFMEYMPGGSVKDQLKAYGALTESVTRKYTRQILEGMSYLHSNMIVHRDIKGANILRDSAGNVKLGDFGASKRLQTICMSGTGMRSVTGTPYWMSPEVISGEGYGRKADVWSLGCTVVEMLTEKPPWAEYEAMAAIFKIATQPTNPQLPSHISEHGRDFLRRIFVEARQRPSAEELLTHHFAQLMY
Active calls of the source: *; · = no result given.

SMILES | DNA FID counter | GPR7 antagonist | MEKK2 WT-MEK5 | PHOSPHO1 block | PfM18AAP inh | MEKK2 mut-MEK5 | NALP1 inh | OXTR ag | MEKK3 PB1 HTS
Cc1cc(Oc2ccc(Br)cc2)nc(SCC(=O)c2ccccc2)n1 | -24.6 | 0.4 | 106.0 | -3.4 | -2.2 | 4.0 | 14.5 | 1.0 | 111.0
Cc1ccc(N=c2c([N+](=O)[O-])nn(-c3ccc4c(c3)OCCO4)n2O)cc1F | 1.1 | -1.8 | 95.0 | -26.7 | 0.3 | 1.0 | -8.9 | -0.4 | 97.0
O=C(Nc1nccs1)c1ccc([N+](=O)[O-])cc1 | -2.2 | 0.9 | 67.0 | 37.7 | -1.9 | -25.0 | 15.0 | 1.2 | 62.0
CCN(Cc1ccncc1)C(=O)CSc1ccc2ccccc2c1 | -17.9 | -11.2 | 95.0 | 31.7 | -9.0 | 1.0 | 2.0 | 0.7 | 100.0
COc1cc(NC(=O)c2ccccc2)cc(OC)c1 | -1.5 | 2.0 | 98.0 | -33.3 | -5.3 | 3.0 | 7.1 | -1.5 | 86.0
Cc1cc(C)nc(N2CCN(C(=O)CCC(=O)Nc3nnc(C(C)C)s3)CC2)n1 | -38.7 | -2.2 | 99.0 | 11.6 | -5.6 | -4.0 | 22.9 | -0.6 | 100.0
CCn1c(O)c(N=NC(=O)c2cccnc2)c2cc(Br)ccc21 | -1.6 | -7.1 | 91.0 | 56.3 | -3.0 | -10.0 | -9.3 | -0.6 | 95.0
O=C(NCc1cccnc1)c1cccnc1Sc1ccc(Cl)cc1 | -4.8 | -8.9 | 96.0 | -12.0 | -14.4 | -5.0 | 6.4 | 0.6 | 98.0
COc1ccc(N2CCN(C(=O)c3ccc(NS(=O)(=O)c4ccc(F)c(F)c4)cc3)CC2)cc1 | -26.4 | 8.7 | 98.0 | -10.0 | 1.2 | 1.0 | -6.3 | 14.3 | 102.0
O=C(Cn1nc(-c2ccccc2F)ccc1=O)NCc1ccc2c(c1)OCO2 | -2.9 | -0.9 | 97.0 | 21.9 | 2.7 | 3.0 | 11.7 | -1.1 | 93.0
O=C(NC1CCN(Cc2ccccc2)C1)c1cc(COc2ccc(F)cc2F)on1 (stereo unspecified) | 2.2 | -1.6 | 125.0 | 31.1 | -5.1 | 13.0 | 28.5* | 1.8 | 102.0
COc1ccc(NC(=O)C(=O)NCCC2=CCCCC2)c(OC)c1 | -4.5 | -10.6 | 104.0 | 2.5 | -2.3 | 0.0 | 38.4 | -1.9 | 106.0
Cc1cc(C)n(CC(=O)N2c3ccccc3Sc3ccc(C(F)(F)F)cc32)n1 | -29.6 | 0.7 | 98.0 | -9.8 | 7.9 | -2.0 | 25.7 | -1.8 | 98.0
Cn1cccc1/C=N/NC(=O)c1ccc(OC(F)(F)C(F)F)cc1 | -2.2 | -6.4 | 101.0 | -5.0 | 1.8 | -2.0 | 17.4 | -0.7 | 101.0
N#C/C(=C\C=C\c1ccccc1[N+](=O)[O-])C(=O)NC1CCCCC1 | 1.7 | 2.8 | 94.0 | 4.2 | -11.0 | -1.0 | 9.3 | -2.4 | 99.0

Reformatted: entries from further up
smiles,DNA FID counter,GPR7 antagonist,MEKK2 WT-MEK5,PHOSPHO1 block,PfM18AAP inh,MEKK2 mut-MEK5,NALP1 inh,OXTR ag,MEKK3 PB1 HTS
O=C(Cn1nc(-c2ccccc2F)ccc1=O)NCc1ccc2c(c1)OCO2,-2.9,-0.9,97.0,21.9,2.7,3.0,11.7,-1.1,93.0
CCn1c(O)c(N=NC(=O)c2cccnc2)c2cc(Br)ccc21,-1.6,-7.1,91.0,56.3,-3.0,-10.0,-9.3,-0.6,95.0

Further structures
SMILES | DNA FID counter | GPR7 antagonist | MEKK2 WT-MEK5 | PHOSPHO1 block | PfM18AAP inh | MEKK2 mut-MEK5 | NALP1 inh | OXTR ag | MEKK3 PB1 HTS
CC(C)(C)OC(=O)[C@H](Cc1ccccc1)NC(=O)c1nc[nH]c1C(=O)N[C@@H](Cc1ccccc1)C(=O)OC(C)(C)C | · | · | 91.0 | 26.5 | · | -10.0 | · | 0.6 | 108.0
COc1ccc2c(C)cc3n[nH]c(=S)n3c2c1 | -7.3 | -7.1 | 91.0 | 66.8* | 23.8 | -25.0 | -18.2 | -0.9 | 87.0
O=C(NCCN=C1NS(=O)(=O)c2ccccc21)c1ccc(S(=O)(=O)N2CCOCC2)cc1 | 0.7 | -2.1 | 101.0 | -6.1 | 14.4 | 5.0 | 12.7 | 0.1 | 99.0
CC(C)(C)n1nc2c(c1NC(=O)c1cc([N+](=O)[O-])ccc1Cl)CS(=O)(=O)C2 | -1.4 | -7.3 | 100.0 | 18.3 | 4.3 | -3.0 | 15.5 | 0.0 | 98.0
Cc1cccc(OCC(=O)N(Cc2ccc(C)o2)C2CCS(=O)(=O)C2)c1 (stereo unspecified) | -34.4 | 4.7 | 97.0 | 36.8 | -7.2 | -3.0 | 5.3 | -0.2 | 96.0
O=C(Nc1ccc(F)cc1F)C1CCCN1S(=O)(=O)c1cccc2nsnc12 (stereo unspecified) | -0.5 | -11.8 | 101.0 | 39.5 | -2.0 | -1.0 | 16.5 | 0.1 | 100.0
O=C(Cn1cccc1C(=O)c1ccccc1)NCc1ccccc1Cl | -31.3 | -7.4 | 101.0 | 24.0 | 3.2 | 1.0 | 7.9 | -1.5 | 101.0
Cc1ccc(S(=O)(=O)Nc2ccc(C(N)=O)cc2)cc1[N+](=O)[O-] | 9.7 | -2.0 | 105.0 | 28.1 | 1.9 | -7.0 | 10.7 | 1.0 | 101.0
CC(=O)c1cccc(N=Nc2c(-c3ccccc3)[nH]n(-c3ccccc3)c2=O)c1 | -2.3 | -22.7 | 94.0 | 45.5 | 5.6 | -8.0 | 18.2 | 1.4 | 94.0
O=C(NNS(=O)(=O)c1ccc(Cl)cc1)c1cnn(-c2ccccc2)c1-n1cccc1 | -36.5 | -17.0 | 96.0 | 24.2 | 17.9 | 1.0 | -8.8 | -0.2 | 104.0
COc1cccc(NC(=O)CSc2nc3scc(C)c3c(=O)[nH]2)c1 | -14.9 | -7.4 | 103.0 | 26.5 | -9.6 | 2.0 | 11.9 | 7.6 | 103.0
FC(F)(F)c1cccc(NC(=S)NCC2COc3ccccc3O2)c1 (stereo unspecified) | -6.7 | -9.9 | 114.0 | 12.6 | -3.3 | 0.0 | 20.8 | 4.4 | 97.0
Cc1ccsc1/C=C(\C(=O)c1ccc(OC(C)C)cc1)c1nc2ccccc2o1 | -7.7 | -14.8 | 92.0 | 6.2 | 1.0 | -5.0 | 17.0 | -0.3 | 96.0
O=C1CCC(c2ccc3c(c2)CCC3)=NN1 | -8.0 | -8.1 | 107.0 | 32.7 | -2.1 | 5.0 | 17.2 | -1.1 | 104.0
CCCCn1nnnc1SCC(=O)c1ccccc1F | -9.8 | 2.2 | 99.0 | 40.7 | -2.5 | 6.0 | 21.9 | -1.1 | 103.0
O=C(CSc1nnc(Cn2cnc3ccccc32)o1)c1ccccc1 | -9.6 | -11.8 | 85.0 | -23.9 | -2.8 | -6.0 | 9.3 | 10.3 | 84.0
COc1ccc(N2CCN(C(=S)Nc3cc(C)cc(C)c3)CC2)cc1 | -1.3 | -13.0 | 102.0 | -1.2 | 3.3 | 5.0 | 6.6 | 0.0 | 106.0
CCc1cc(=O)oc2cc(C)cc(OC(C)C(=O)NCc3cccnc3)c12 (stereo unspecified) | -35.3 | 5.9 | 102.0 | -20.7 | -0.3 | -4.0 | 13.4 | -1.6 | 99.0
Cc1ccc(Cc2cnc(NC(=O)c3cccs3)s2)cc1 | -0.2 | -11.3 | 118.0 | -90.2 | -11.7 | 15.0 | -8.7 | 0.1 | 107.0
CC(CN1CCCC1)OC(=O)c1ccccc1Cl (stereo unspecified) | 2.1 | 1.1 | 104.0 | -1.0 | 1.3 | 1.0 | -5.7 | 0.2 | 104.0
Nc1nc2n(n1)C(c1ccco1)CC(c1ccc(F)cc1)N2 (stereo unspecified) | -1.8 | -3.3 | 101.0 | 2.1 | -0.9 | 0.0 | 1.4 | -0.8 | 100.0
S=C(NCCCN1CCOCC1)N1CCN(c2cccc(Cl)c2)CC1 | 17.3 | 13.8 | 101.0 | 14.2 | -6.6 | 2.0 | 0.0 | 4.4 | 101.0
COc1ccc(C2=NO[C@@H]3C(=O)N(c4ccc(C)cc4C)C(=O)[C@H]23)cc1OC | -12.1 | -1.9 | 106.0 | -0.8 | -0.5 | 2.0 | -7.3 | 6.9 | 113.0
Oc1ccccc1-c1cc(-c2ccc(Cl)cc2)n[nH]1 | -4.1 | -4.0 | 94.0 | 19.7 | 0.7 | -1.0 | 3.2 | 3.5 | 102.0
CN(C)S(=O)(=O)c1cccc(NC(=O)COC(=O)/C=C/c2cccs2)c1 | -13.5 | -9.5 | 104.0 | 12.2 | -0.4 | -5.0 | 7.5 | 2.9 | 105.0
CCOC(=O)CSc1nc2cc(OC)ccc2cc1C#N | -4.6 | 5.5 | 101.0 | -16.2 | 1.8 | 2.0 | 4.8 | -1.1 | 117.0
COc1ccc(CNCC(O)(c2ccc(F)cc2)c2ccc(F)cc2)cc1 | 6.8 | 20.2 | 109.0 | 24.4 | 1.5 | 3.0 | 8.4 | 5.7 | 103.0
Nc1ccc(C(CC(=O)O)n2cccc2)cc1 (stereo unspecified) | -24.7 | -7.5 | 102.0 | -25.8 | 13.8 | -1.0 | 4.3 | -0.3 | 118.0
Cc1nnc(SCC(C)C)[nH]c1=O | -0.4 | -9.6 | 99.0 | -11.4 | -3.0 | -3.0 | 17.9 | 0.4 | 98.0
Cc1ccc2c(c1)c1c3n2CCN(C(=O)C2CC2)C3CCC1 (stereo unspecified) | -8.8 | -12.2 | 99.0 | -4.4 | -0.5 | 6.0 | -13.7 | -2.0 | 99.0

Looked up above.
Reading of `COc1cccc(NC(=O)CSc2nc3scc(C)c3c(=O)[nH]2)c1` under PfM18AAP inh: -9.6
Reading of `Cc1nnc(SCC(C)C)[nH]c1=O` under MEKK3 PB1 HTS: 98.0
Reading of `COc1ccc(N2CCN(C(=S)Nc3cc(C)cc(C)c3)CC2)cc1` under PfM18AAP inh: 3.3

The results go on.
SMILES | DNA FID counter | GPR7 antagonist | MEKK2 WT-MEK5 | PHOSPHO1 block | PfM18AAP inh | MEKK2 mut-MEK5 | NALP1 inh | OXTR ag | MEKK3 PB1 HTS
CC(=O)c1cccc(OCc2cc(C(=O)NCCC3=CCCCC3)no2)c1 | -37.5 | -6.0 | 97.0 | 15.4 | -3.4 | -2.0 | 11.0 | 1.7 | 95.0
Cc1[nH]ncc1-c1nc2ccccc2[nH]1 | -5.5 | -7.6 | 99.0 | 37.0 | -5.1 | -2.0 | 2.4 | 1.5 | 102.0
N/C(=N\c1nc(CSc2nc3ccccc3s2)cc(=O)[nH]1)Nc1ccc(F)cc1 | -3.4 | -6.0 | 88.0 | 5.0 | -10.7 | -3.0 | · | 2.3 | 91.0
CCn1c(C)nnc1SCC(=O)Nc1ccc2c(c1)OCCO2 | -2.8 | -11.5 | 98.0 | 32.5 | 1.3 | -1.0 | -4.2 | -0.7 | 95.0
Cc1ccccc1OCCN(C#N)c1nc(N(C)C)nc(N(C)C)n1 | -2.6 | -11.9 | 97.0 | 12.9 | -0.7 | 5.0 | 4.9 | 0.9 | 105.0
Cc1nc(C)c(C(=O)NNS(=O)(=O)c2ccc([N+](=O)[O-])cc2)s1 | 0.5 | 0.6 | 111.0 | -29.3 | 15.8 | -1.0 | 34.0 | 0.5 | 108.0
Cc1nc2ccc(NC(=S)NC3CCCCC3)cc2nc1C | -3.9 | -6.8 | 97.0 | 9.1 | 4.4 | 3.0 | -4.5 | 0.2 | 100.0
COc1ccccc1NC(=O)c1ccc(C(=O)c2ccccc2)o1 | -14.5 | 10.1 | 97.0 | 42.1 | -1.5 | -1.0 | 5.9 | -3.1 | 100.0
CCOc1ccc(N2C(=O)Cc3ccccc3C2=O)cc1 | -6.1 | -11.6 | 95.0 | 4.0 | -3.4 | -3.0 | 10.7 | 1.1 | 98.0
O=C(CSc1cccc2cccnc12)Nc1ccccc1F | -7.1 | -4.4 | 100.0 | 27.3 | 12.4 | 0.0 | 3.7 | -0.7 | 103.0
